# High-throughput results deposited in PubChem by several laboratories.
# Cl transport mod: modulates chloride dependent transport by human KCC2; AID 1456; B-score of Tl+ flux slope (higher = more flux/activation; lower = inhibition) at 10 µM; Q9H2X9; KCC2 cells, thallium flux FluoZin-2 fluorescence; 190,000 tested, 2.2% active;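 active = thallium flux slope and its plate-corrected score both differing from the plate sample mean at a set confidence after two filtering rounds, in either direction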;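 also: slope of fluorescence scaled to starting intensity during 10 to 20 s after thallium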
# Target sequence (Q9H2X9 whole entry, looked up): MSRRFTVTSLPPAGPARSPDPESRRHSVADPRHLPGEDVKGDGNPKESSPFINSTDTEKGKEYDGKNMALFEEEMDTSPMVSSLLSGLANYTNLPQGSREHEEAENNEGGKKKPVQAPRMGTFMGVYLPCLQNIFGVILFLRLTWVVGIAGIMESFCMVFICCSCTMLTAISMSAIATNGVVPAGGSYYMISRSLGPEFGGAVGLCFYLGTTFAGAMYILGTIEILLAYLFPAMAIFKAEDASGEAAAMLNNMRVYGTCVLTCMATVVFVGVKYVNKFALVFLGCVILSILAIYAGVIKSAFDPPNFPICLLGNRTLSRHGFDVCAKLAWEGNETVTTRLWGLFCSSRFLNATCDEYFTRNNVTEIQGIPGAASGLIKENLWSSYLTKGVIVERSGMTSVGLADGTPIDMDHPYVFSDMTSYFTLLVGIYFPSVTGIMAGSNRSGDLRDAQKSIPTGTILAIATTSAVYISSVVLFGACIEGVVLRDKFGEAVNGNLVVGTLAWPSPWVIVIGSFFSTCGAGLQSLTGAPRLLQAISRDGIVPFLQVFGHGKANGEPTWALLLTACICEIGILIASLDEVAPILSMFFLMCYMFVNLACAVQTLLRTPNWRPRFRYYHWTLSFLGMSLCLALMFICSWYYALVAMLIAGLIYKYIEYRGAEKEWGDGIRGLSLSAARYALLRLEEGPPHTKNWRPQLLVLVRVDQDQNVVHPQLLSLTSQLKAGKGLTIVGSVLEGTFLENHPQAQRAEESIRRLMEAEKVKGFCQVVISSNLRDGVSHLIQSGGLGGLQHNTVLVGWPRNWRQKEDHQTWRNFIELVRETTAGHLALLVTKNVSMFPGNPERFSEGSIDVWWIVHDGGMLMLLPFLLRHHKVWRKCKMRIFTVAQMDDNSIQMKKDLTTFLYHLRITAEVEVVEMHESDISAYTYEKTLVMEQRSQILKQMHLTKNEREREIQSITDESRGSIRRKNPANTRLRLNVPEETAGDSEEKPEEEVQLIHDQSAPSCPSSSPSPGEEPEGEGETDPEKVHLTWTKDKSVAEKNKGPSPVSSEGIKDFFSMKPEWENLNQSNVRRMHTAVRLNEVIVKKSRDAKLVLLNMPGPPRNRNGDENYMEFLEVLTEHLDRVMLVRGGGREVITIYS
# Wee1 degr inh: blocks degradation of human Wee1 kinase; 220,000 tested, 1.2% active; P30291; reporter increase, % at 5 µM; HeLa Luc-Wee1K328M stability, luciferase luminescence; 100% = proteasome inhibitor MG132 effect; AID 1321;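 active = activation above the mean of all tested compounds plus 3 SD, set per screening run, cut at about 8.8% in these data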;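 also: cells exposed to compound for 20 h before luminescence read; 0% = DMSO alone and 100% = MG132 at 30 µM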
# hK5 inh: inhibitors of human kallikrein 5; Q9Y337; recombinant hK5, fluorogenic AMC substrate cleavage; inhibition, % at 5 µM; 210,000 tested, 0.59% active;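 active = inhibition of 40% or more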;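 also: 0% = enzyme controls without compound and 100% = no-enzyme blanks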
# thrombin 1536: blocks human thrombin protease activity. P00734. alpha-thrombin, Boc-VPR-AMC fluorogenic substrate cleavage. inhibition, % at 5 µM. 220,000 tested, 0.26% active;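 active = inhibition at or above 40%; inactive = inhibition below 40%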;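 also: 0% = enzyme with no compound and 100% = wells without enzyme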
#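 Assay system: human alpha-thrombin enzyme. Reagent: Boc-VPR-AMC substrate, 15 µM final. Compound dosing: one concentration per compound, 5 µM, with 0.2% DMSO. Incubation: room-temperature reaction. Technique: AMC fluorescence, 355/460 nm. Measure: % inhibition relative to enzyme controls and enzyme-free blanks.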
# PERK inhibitor: inhibitors of human PERK kinase; Q9NZJ5; CHO PERK-DD fusion, SEAP luminescence translation reporter; inhibition, % at 5.6 µM; 220,000 tested, 0.17% active; AID 1416;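 active = inhibition above the mean inhibition of all tested compounds plus 3 SD, set separately per screening campaign, cut at about 2.9% in these data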;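 also: PERK kinase domain activated by AP20187 dimerizer at 100 nM; 0% = DMSO with dimerizer and 100% = rapamycin at 8.4 µM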
# FXIIa inh 1536: factor XIIa (human) inhibition. P00748. purified FXIIa, Boc-QGR-AMC fluorogenic substrate, 2 h. inhibition, % at 5 µM. 220,000 tested, 0.3% active; in the data active = inhibition above about 40%;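 also: 0% = enzyme with no compound and 100% = blank without enzyme; many of its hits are not listed in these tables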
# FXIa inh 1536: factor XIa (human) inhibition. purified FXIa, Boc-Glu-Ala-Arg-AMC fluorogenic substrate. inhibition, % at 5 µM. 220,000 tested, 0.14% active;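 active = inhibition of at least 40%; inactive = inhibition below 40%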;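 also: fluorescence of freed AMC excited at 355 nm; 0% = enzyme without compound and 100% = no enzyme blank; many of its hits are not listed in these tables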
# Furin inhibitor: inhibitors of human furin; P09958; purified furin, fluorogenic substrate cleavage; inhibition, % at 30 µM; 220,000 tested, 0.061% active; AID 463115; in the data active = inhibition above about 25%; also: inactives centre near -15
# p97 ATPase inh: human p97 ATPase inhibition; recombinant p97 ATPase, Kinase-Glo ATP luminescence, 3 h; AID 1481; 220,000 tested, 0.42% active; P55072; inhibition, % at 8 µM; in the data active = inhibition above about 15%;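 also: 0% = DMSO vehicle and 100% = wells lacking enzyme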
# An asterisk follows results filed as active; i = inactive; x = no result given; [ ] = dose if it differs, or a comment.
thrombin 1536,PERK inhibitor,FXIIa inh 1536,p97 ATPase inh,Wee1 degr inh,Furin inhibitor,hK5 inh,Cl transport mod,FXIa inh 1536,SMILES
-9,0.0,7,4,1,-8,-1,0.34,0,N#C/C(=C\c1cccnc1)C(=O)Nc1cccc2ccccc12
-3,-2.0,0,-2,-2,-6,-4,-2.3,-2,COc1cc2c(cc1OC)-c1c(OC)c(OC)cc3ccnc(c13)C2=O
2,-1.2,5,0,-2,-15,-3,0.59,-2,O=C(NCc1ccco1)c1cccc2c1C(=O)N(C1CCCCC1)C2
-7,0.2,10,0,-1,-8,-10,-1.8,6,COc1ccc(N=C2SC(CC(=O)Nc3ccccc3OC)C(=O)N2Cc2ccco2)cc1 (stereo not drawn)
0,1.4,13,3,7,-26,2,-1.9,-3,CCOc1cc(C(N)=O)cc(Cl)c1OCc1ccccc1
2,0.1,30,-5,5,-9[20 µM],-16,x,19,Cc1cccc(OCc2nnc(SCc3nc4ccccc4c(=O)[nH]3)o2)c1
-1,1.1,10,2,-2,-20[20 µM],-2,0.61,-8,COc1cc(NC(=O)CSc2nnc(C)s2)cc(OC)c1OC
-10,1.0,3,2,-1,-13[20 µM],-16,0.45,1,COc1ccc(-c2cc(C(=O)NCC(C)C)no2)cc1
-2,-1.2,8,3,-2,-3[20 µM],-8,-0.58,-2,CCOC(=O)c1ccc(COC(=O)CCc2nc3ccccc3[nH]c2=O)o1
-1,0.1,6,3,-3,-22,-13,24*,-9,COc1cc2[nH]c(=S)n(C3CCCC3)c(=O)c2cc1OC
x,0.0,2,-2,-3,-15,1,0.069,-2,c1ccc2c(c1)N1CCCN=C1N2CCN1CCCCC1
2,0.8,14,5,1,-27[20 µM],-161,-0.55,2,COc1cccc(NC(=S)NNC(=O)C(C)n2nc(C)c([N+](=O)[O-])c2C)c1 (stereo not drawn)
3,-0.7,18,-2,-2,2,-2,-0.29,2,CCc1cc2c(N3CCN(c4ccccc4)CC3)ncnc2s1
-7,-0.7,7,7,6,-22,-1,-0.66,-4,COc1nonc1NC(=O)CSc1nc2ccccc2[nH]1
3,0.7,14,-3,-1,-27[20 µM],4,0.48,0,O=c1c(F)cn(C2CCCO2)c(=O)n1Cc1ccccc1Cl (stereo not drawn)
-2,1.3,6,8,-1,-22,-77,x,-3,O=C(Nc1nnc(-c2cccs2)o1)c1cccc(Oc2ccccc2)c1
-11,-0.2,7,0,0,-25,-3,-1.4,-4,CCc1cc(C(=O)N2CCCC(C(=O)c3cccc(OC(C)C)c3)C2)n(C)n1 (stereo not drawn)
-8,-2.3,10,2,0,-15[20 µM],-3,-1.3,-1,CSc1nc(N2CCOCC2)c2c(c1C#N)CC(C)(C)OC2
2,-0.7,16,1,2,-12,-4,-0.093,9,Brc1ccc(N=Cc2ccccn2)cc1
-6,-0.2,7,-1,4,-24,-1,-0.14,-3,C[C@H]1C=C(C(=O)N2CCN(Cc3ccc4c(c3)OCO4)CC2)O[C@@H](OCc2ccc(CO)cc2)C1
-1,0.3,10,-3,0,-24,8,0.88,2,COc1ccc(S(=O)(=O)n2cnc3cc(C)c(C)cc32)cc1
-3,0.3,8,1,-2,-23,2,-0.74,-1,Cc1cc[n+](CC2OCc3ccccc3CO2)cc1
-2,0.7,12,1,2,-22,-6,0.96,3,Cc1ccc(N2CCCCn3c2nc2c3c(=O)n(CC(=O)O)c(=O)n2C)cc1
-7,1.1,2,1,-4,-21,-10,0.081,-18,COCCN(C(=O)CSc1nnc(-c2cccc(OC)c2)n1C)c1c(N)n(Cc2ccccc2)c(=O)[nH]c1=O
0,-0.3,9,3,-3,-10,-2,0.85,-2,CC(=O)N1CCC2(CC1)C/C(=N\NC(=S)Nc1ccccc1C)c1cc(O)ccc1O2

# Three compounds from above, sorted by the value under Furin inhibitor, low to high:
thrombin 1536,PERK inhibitor,FXIIa inh 1536,p97 ATPase inh,Wee1 degr inh,Furin inhibitor,hK5 inh,Cl transport mod,FXIa inh 1536,SMILES
0,1.4,13,3,7,-26,2,-1.9,-3,CCOc1cc(C(N)=O)cc(Cl)c1OCc1ccccc1
-1,0.1,6,3,-3,-22,-13,24*,-9,COc1cc2[nH]c(=S)n(C3CCCC3)c(=O)c2cc1OC
2,-1.2,5,0,-2,-15,-3,0.59,-2,O=C(NCc1ccco1)c1cccc2c1C(=O)N(C1CCCCC1)C2

# Entries above that bear a hit mark in Cl transport mod:
thrombin 1536,PERK inhibitor,FXIIa inh 1536,p97 ATPase inh,Wee1 degr inh,Furin inhibitor,hK5 inh,Cl transport mod,FXIa inh 1536,SMILES
-1,0.1,6,3,-3,-22,-13,24*,-9,COc1cc2[nH]c(=S)n(C3CCCC3)c(=O)c2cc1OC

# Entries listed so far containing a thiophene ring, fused or not (two):
thrombin 1536,PERK inhibitor,FXIIa inh 1536,p97 ATPase inh,Wee1 degr inh,Furin inhibitor,hK5 inh,Cl transport mod,FXIa inh 1536,SMILES
3,-0.7,18,-2,-2,2,-2,-0.29,2,CCc1cc2c(N3CCN(c4ccccc4)CC3)ncnc2s1
-2,1.3,6,8,-1,-22,-77,x,-3,O=C(Nc1nnc(-c2cccs2)o1)c1cccc(Oc2ccccc2)c1

# The listing continues.
thrombin 1536,PERK inhibitor,FXIIa inh 1536,p97 ATPase inh,Wee1 degr inh,Furin inhibitor,hK5 inh,Cl transport mod,FXIa inh 1536,SMILES
5,0.3,14,4,7,-27,x,0.0021,3,COc1cccc(-n2cc(CNCc3c(C(=O)N(C)C)nc4ccc(Cl)cn34)cn2)c1
4,-0.1,15,-6,9,1[20 µM],5,-1.1,8,O=C(Nc1ccc2c(c1)OCO2)C1CC(c2ccccc2Cl)=NO1 (stereo not drawn)
-8,0.9,6,2,0,-15,1,-0.6,3,CCS(=O)(=O)c1ccc(O)c(NC(=O)COc2ccc(Br)cc2)c1
-5,-1.8,8,1,-3,-18,-3,-0.32,-4,Cc1cc(C)n(-c2nc(NCCO)c3c4c(sc3n2)CCCC4)n1
2,-0.7,1,-3,2,-16[20 µM],-5,-0.84,5,O=S(=O)(c1ccccc1)N1c2cc(Cl)ccc2Oc2nc3ccccc3nc21
-2,0.3,2,1,0,-27[20 µM],-5,-1.5,-8,COc1cccc2c1OC[C@@H](CO)[C@H]2N(C)C(=O)Nc1ccc(Cl)cc1Cl
-4,0.3,18,-1,2,-3,-26,0.36,9,C#CC[N+](C)(C)CCCCCCCC
-1,1.6,2,1,1,-7,-6,6.1*,-2,CCc1cc2c(SCC#N)ncnc2s1
-2,1.3,14,3,0,4,5,-0.53,11,N#Cc1c(Nc2cccc(F)c2)sc2c(O)cc(=O)[nH]c12
1,1.8,8,1,-2,-22,x,0.0079,2,COc1ccnc(Oc2cc(Cl)cc(Cl)c2)c1C#N
-9,0.5,7,-4,0,-12,-64,0.0056,-4,Cc1cc(C(=O)N/N=C/c2cccc([N+](=O)[O-])c2O)n[nH]1
-23,-0.4,2,-1,1,-15,-21,0.17,-9,O=C(O)c1cccc(NC(=O)c2cccc(S(=O)(=O)N3CCCCC3)c2)c1
2,0.9,3,9,2,-15,1,0.23,0,COC(=O)c1c(-c2c(Cl)cccc2Cl)noc1C(=O)NNC(=O)N(C)C
-3,-0.3,16,3,0,-29,-22,0.57,7,O=C(CN1C2=NCCN2c2ccccc21)C12CC3CC(CC(C3)C1)C2
-9,-0.2,2,2,1,-10,6,-4.5*,2,Cc1c(Nc2nc(-c3ccc(Cl)cc3)cs2)c(=O)n(-c2ccccc2)n1C
-1,0.4,20,2,-3,-9[20 µM],-8,0.47,4,COC(=O)Nc1ccc(S(=O)(=O)n2cnc3ccccc32)cc1
-6,-0.9,-7,-3,5,-19,2,0.98,-4,O=C(NCCNCCO)c1c(O)c2cccc3c2n(c1=O)CCC3
5,1.6,10,-8,-1,-17,-6,-1.1,-7,Cc1ccc(OCC(=O)c2ccc3c(c2)CCCC3)cc1C
24,0.5,1,2,-1,-16,17,x,-1,CC(=O)Nc1cccc(NC(=O)CSc2nnc(Cc3cccn3C)n2-c2ccc(C)cc2)c1
-4,-0.1,4,-1,-3,-11[20 µM],1,0.37,-3,Cc1onc(-c2ccccc2)c1C(=O)Nc1nc2c(s1)C(=O)CC(C)(C)C2
-10,2.1,-13,1,1,-21[20 µM],-6,x,-10,CCOC(=S)N/C(=N\S(=O)(=O)c1ccc(C)cc1)c1ccccc1
1,0.0,6,2,0,-36,3,-1.3,7,CC(C)(C)NC(=O)c1cccc2c1C(=O)c1ccccc1-2
-11,0.1,-8,-2,-2,-16[20 µM],0,0.43,-3,COc1cccc(C(=O)Nc2ccccc2N2CCCC2)c1
-1,0.7,-5,5,-5,-16,4,-0.042,-8,COCCn1nnnc1C(c1ccccc1)N1CCN(C)CC1 (stereo not drawn)
2,0.2,2,5,1,-21,-5,0.71,-4,O=C(NNC1=NC2(CCCC2)Cc2ccccc21)c1ccncc1

# Structural class, the compounds so far with a nitro group on carbon.
thrombin 1536,PERK inhibitor,FXIIa inh 1536,p97 ATPase inh,Wee1 degr inh,Furin inhibitor,hK5 inh,Cl transport mod,FXIa inh 1536,SMILES
2,0.8,14,5,1,-27[20 µM],-161,-0.55,2,COc1cccc(NC(=S)NNC(=O)C(C)n2nc(C)c([N+](=O)[O-])c2C)c1 (stereo not drawn)
-9,0.5,7,-4,0,-12,-64,0.0056,-4,Cc1cc(C(=O)N/N=C/c2cccc([N+](=O)[O-])c2O)n[nH]1

# Other records
thrombin 1536,PERK inhibitor,FXIIa inh 1536,p97 ATPase inh,Wee1 degr inh,Furin inhibitor,hK5 inh,Cl transport mod,FXIa inh 1536,SMILES
-4,-0.1,3,-7,-2,-12[20 µM],-1,x,-8,CC[n+]1c(/C=C(\C)SC)sc2ccccc21
-3,0.7,-1,-5,8,-7,-1,0.13,-3,CNc1nc(NC#N)nc(SC)n1
-3,1.7,7,0,0,-18,x,i,-1,COc1ccc(S(=O)(=O)NCC2CCC(C(=O)NCc3cccnc3)CC2)cc1 (stereo not drawn)
1,-0.5,13,-2,0,-23,14,x,2,CSc1nc2ccc(Nc3nc(N4CCOCC4)nc(N4CCOCC4)n3)cc2s1
0,0.5,16,-3,8,-9,4,-0.11,2,CCN(CC)CCOC(=O)c1ccc(N/C=C(/C#N)c2nc(-c3cccc(OC)c3)cs2)cc1
-4,0.9,1,3,2,-44,-12,0.094,0,Cc1ccc2nc(-c3ccc(NC(=O)CCN4C(=O)c5ccccc5C4=O)cc3)sc2c1
2,-0.3,19,3,1,-12,-8,0.85,3,O=C(NCC12CC3CC(CC(C3)C1)C2)c1cc2n(n1)C(C(F)(F)F)CC(c1ccco1)N2 (stereo not drawn)
-4,-1.1,-1,-7,-3,-1[20 µM],-23,-0.96,-2,CCOc1ccc(CCNC(=O)C2CCCN(C(=O)N(C)C)C2)cc1OCC (stereo not drawn)
1,0.5,12,5,2,-22,-8,1.5,4,CC1(C(=O)NCCN2CCOCC2)C=CC2(CCCCC2)N1C(=O)c1ccccc1 (stereo not drawn)
1,0.0,0,1,1,-14,-20,-0.18,-5,Cc1csc(NC(=O)CSc2nnc(C)c(=O)n2N)n1
-4,1.5,11,2,0,-5,-3,-1,4,Cc1cccc(CSc2ccc(-c3cccs3)nn2)c1
